CR mimetic SO – reduction of superoxide in aged yeast, primary screen, HTS; superoxide response (% of plate mean), % at 10 µM; S. cerevisiae aged cells, superoxide DHE fluorescence; active compounds read low; hit rate 0.18% among 330,000; AID 2690, 2010;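 active = superoxide response under a set limit, about three screen SD below normal, cut at about 65% in these data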;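 also: yeast aged for seven days with compound at 30 °C before DHE staining; 100% = average MFI of all compound-treated wells on the plate with controls excluded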
TPT1 inh – Candida albicans TPT1 enzyme inhibitors, primary screen, biochemical, fluorescence polarization | tRNA 2'-phosphotransferase TPT1 (Candida albicans SC5314) | recombinant caTPT1, FP RNA substrate dephosphorylation | inhibition, % at 5 µM | hit rate 0.81% among 300,000;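 active = inhibition above the mean of all tested compounds plus 3 SD, set per screening campaign, cut at about 24% in these data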;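 also: plate controls were DMSO alone for no effect and ferristatin control at 100 nM for full effect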
JMJD2C inh – inhibitors of GASC-1 histone demethylase, primary screen, biochemical, fluorescence, DELFIA europium | Lysine-specific demethylase 4C (Homo sapiens), Q9H3R0 | GST-JMJD2C(1-420) H3K9me3 demethylation | inhibition, % at 2.35 µM | hit rate 0.069% among 330,000;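 active = more than half of a compound's replicate wells show inhibition beyond 50%, single wells judged on their own value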;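 also: signal counts dimethyl H3K9 product captured on neutravidin plate; 0% = median of DMSO wells and 100% = 0.3 times that DMSO median; strong numbers were not always called active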
PP1 counter – PP1-alpha phosphatase inhibitors, primary screen, counter-screen for PP5 inhibitor project, biochemical, fluorescence, OMFP substrate, single point; Serine/threonine-protein phosphatase PP1-alpha catalytic subunit (Homo sapiens), P62136; purified PP1alpha; inhibition, % at 6.7 µM; hit rate 0.9% among 320,000;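 active = inhibition above the mean inhibition of all tested compounds plus 3 SD, computed separately for each screening campaign, cut at about 15% in these data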
Target sequence (P62136 whole entry, looked up): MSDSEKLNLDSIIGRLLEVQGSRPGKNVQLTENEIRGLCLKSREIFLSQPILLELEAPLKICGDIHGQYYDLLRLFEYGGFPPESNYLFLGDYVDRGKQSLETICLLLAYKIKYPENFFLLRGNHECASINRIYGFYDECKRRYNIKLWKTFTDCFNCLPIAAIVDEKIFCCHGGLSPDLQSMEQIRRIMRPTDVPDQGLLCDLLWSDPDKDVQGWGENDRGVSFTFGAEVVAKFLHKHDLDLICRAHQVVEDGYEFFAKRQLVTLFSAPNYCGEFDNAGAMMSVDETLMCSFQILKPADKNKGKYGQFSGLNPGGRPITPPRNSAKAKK
ZTA counter – counter-screen for EBNA-1 inhibitors: inhibitors of Epstein-Barr virus ZTA | ZTA-DNA binding, fluorescence polarization | inhibition, % at 11 µM | AID 2234 | hit rate 0.15% among 320,000 | P03206; in the data active = inhibition above about 33%
EBNA-1 inh – EBNA-1 DNA-binding inhibitors, primary screen, biochemical, fluorescence polarization; inhibition, % at 14.8 µM; hit rate 0.34% among 300,000; AID 1950, 2009; in the data active = inhibition above about 28%
PP5 inh – PP5 phosphatase inhibitors, primary screen, biochemical, fluorescence; Serine/threonine-protein phosphatase 5 (Homo sapiens), P53041; inhibition, % at 6.7 µM; purified PP5c, OMFP substrate fluorescence; hit rate 0.18% among 320,000;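 active = inhibition above the campaign's mean inhibition across all tested compounds plus 3 SD, cut at about 9.5% in these data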;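 also: 0% = DMSO only and 100% = 100 µM cantharidin control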
Target sequence (P53041 whole entry, looked up): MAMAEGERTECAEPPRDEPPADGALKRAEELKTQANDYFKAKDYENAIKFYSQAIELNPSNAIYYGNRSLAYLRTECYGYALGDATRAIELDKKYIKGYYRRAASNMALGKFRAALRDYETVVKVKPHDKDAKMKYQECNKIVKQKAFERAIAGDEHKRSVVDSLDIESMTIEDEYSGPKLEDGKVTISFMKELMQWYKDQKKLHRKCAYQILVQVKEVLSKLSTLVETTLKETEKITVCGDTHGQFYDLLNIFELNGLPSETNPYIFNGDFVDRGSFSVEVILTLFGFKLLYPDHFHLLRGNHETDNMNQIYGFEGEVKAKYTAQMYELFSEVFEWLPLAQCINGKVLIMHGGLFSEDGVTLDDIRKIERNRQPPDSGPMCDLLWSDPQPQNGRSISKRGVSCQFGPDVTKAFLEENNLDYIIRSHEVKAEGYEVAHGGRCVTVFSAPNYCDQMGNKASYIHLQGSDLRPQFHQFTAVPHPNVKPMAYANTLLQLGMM
core dimer inh – inhibitors of HCV core protein dimerization, primary screen, biochemical, TR-FRET, high-throughput; TR-FRET GST/Flag-core106 dimerization, 1536-well; hit rate 0.33% among 300,000; inhibition, % at 5 µM;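 active = inhibition above the mean of all tested compounds plus 3 SD, set per screening campaign, cut at about 45% in these data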
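Test system: GST/Flag-tagged HCV core106 proteins; Medium: KF-containing HEPES buffer, pH 7.45, DTT, CHAPS, BSA; Times: compound-protein-antibody incubation 4 h at 22.5 °C; Detection: TR-FRET 671 and 617 nm emission; Benchmarks: wells lacking GST-core106 and wells with excess unlabelled core106.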
CTSL1 counter – Fasciola hepatica cathepsin L1 inhibitors, primary screen, counter-screen for PFM18AAP inhibitor project, biochemical, QFRET, fluorogenic peptide substrate | hit rate 0.49% among 300,000 | inhibition, % at 5.96 µM | recombinant F. hepatica cathepsin L1, Z-Leu-Arg-MCA fluorescence;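 active = inhibition above the mean of all tested compounds plus 3 SD, set per screening campaign, cut at about 17% in these data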;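 also: 0% = plate median of test compound wells and 100% = 1 µM Z-Phe-Ala-diazomethylketone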
An asterisk follows results filed as active; i = inactive; . = no result given; & = joins results of further samples. A portion of the library (hit frequency here may not be typical).

SMILES	CR mimetic SO	TPT1 inh	JMJD2C inh	PP1 counter	ZTA counter	EBNA-1 inh	PP5 inh	core dimer inh	CTSL1 counter
CN(C(=O)c1ccc(Cl)nc1)C1(c2ccccc2Cl)CCCCC1=O (stereo unspecified)	93	-6	60	-1	7	8	0.4	0	-2
C/C=C1/CC(C)C(C)(O)C(=O)OCC2CCN3CCC(OC1=O)C23 (stereo unspecified)	92	-3	-5	1	-16	4	-3.8	-3	3
Cc1nn(Cc2ccccc2Cl)c(C)c1C(=O)OCC(=O)N1CC(C)OC(C)C1 (stereo unspecified)	100	-3	-14	1	-11	0	3.5	-5	-4
NC1CCc2cc(O)c(O)cc2C1 (stereo unspecified)	97	-4	.	5	-3	9	-12	4	9
O=C(O)c1cc2ccccc2oc1=O	101	-1	2	0	15	2	-0.7	7	-2
O=[N+]([O-])c1cnc2ccc3ccccc3c2c1	118	3	35	4	-7	-3	1.3	9	3
Cc1ccc(NC(=O)c2snnc2C)cc1Cl	105	-1	1	-3	0	4	0.5	1	0
COc1ccccc1OCC(=O)N1CCCC(N(C)Cc2ccccc2)C1 (stereo unspecified)	111	2	-7	2	14	-5	1.5	2	-2
Cc1nc2cc([N+](=O)[O-])ccc2c(=O)n1-c1ccccc1[N+](=O)[O-]	81	0	3	-2	-21	8	1.4	5	0
CC(=O)O[C@H]1CC[C@@]2(C)[C@H](C1)C(=O)C[C@H]1[C@@H]3CC[C@@H]4[C@@H](CN5C[C@@H](C)CC[C@H]5[C@@]4(C)O)[C@@H]3C[C@@H]12	101	-2	6	-3	-5	5	-3.3	0	2
Cc1ccc(/C=C2\C(=O)NC(=S)N(c3ccc(F)cc3)C2=O)s1	116	13	25	5	14	-1	0.7	-1	-2
CC1=CC(=O)OC2CC3OC4C[C@@H](C)C5OC6CC7O[C@]8(C)C/C=C\C9OC%10CC%11OC(CC(C)CO)CC(O)[C@]%11(C)OC%10CC9OC8C[C@]7(C)O[C@]6(C)CCC5OC4C[C@]3(C)OC12 (stereo partly specified)	101	4	1	3	5	8	1.2	15	1
COC(=O)c1c(C)n(Cc2ccc3c(c2)OCO3)c2ccc(O)cc12	107	-1	-4	0	-5	-7	4.1	1	5
N#CC1=C(N)Oc2c(c(=O)oc3ccccc23)C1c1ccc([N+](=O)[O-])o1 (stereo unspecified)	106	1	-4	6	6	-2	-1.2	4	2
CN1C(=O)C(Cc2cccs2)C(=O)N(C)C1=O	96	-1	17	-3	-9	6	-0.6	2	1
COc1ccc(N2CCN(C(CNC(=O)Oc3ccccc3)c3cccnc3)CC2)cc1 (stereo unspecified)	95	0	-1&-8	-1	-14	-6	1.6	2	-2
CC1(O)C[C@]2(C)N(O)C3CCCC[C@@H]3N2O1 (stereo partly specified)	101	-2	18	-1	9	0	0.8	-1	-1
O=C(COC(=O)Cc1ccccc1)NNC(=O)c1ccc([N+](=O)[O-])cc1	116	.	.	-5	-4	.	2.3	.	.
O=C(O)C1Cc2ccccc2N2CCCC12 (stereo unspecified)	92	-5	-6	2	15	1	0.9	-6	-7
O=C(NCc1cccnc1)Nc1ccc([N+](=O)[O-])cc1	88	1	1	1	-2	6	1.6	1	2
CC(=O)CC(C)(C)n1c[n+](C)nn1	91	2	13	-3	-9	13	-1.9	4	-1
c1ccc2c(c1)Nc1ccccc1S2	99	0	2	0	9	8	4.7	-57	-2
Cc1cc(C)nc(NC2=NCCS2)n1	109	-4	14	12	-6	7	-1.6	-4	0
Cc1nc(CCl)cc(=O)[nH]1	88	-5	13	-3	-11	-2	0.2	-2	2
O=c1c2ccccc2nc(/C=C/c2ccc(F)cc2)n1-c1ccccc1O	102	3	-3	5	8	0	6.6	15	4
Fc1cccc(C2NCCc3[nH]cnc32)c1 (stereo unspecified)	101	-4	1	1	-11	0	-0.6	-4	0
Clc1ccc2c(c1)C(c1ccccc1Cl)=NCc1nnc(N3CCN(CCOc4ccccc4)CC3)n1-2	92	-2	-7	9	10	4	5.9	-2	5
Cc1ccc(C(=O)C2(C)N(O)C(C)C(c3cccs3)=[N+]2[O-])cc1 (stereo unspecified)	101	2	12	0	-2	-2	0.5	-2	0
CN1CCN(c2c[nH]c(=O)[nH]c2=O)CC1	95	-3	-14	-1	12	13	-0.1	-5	-2
O=C1NC(=O)C(=Cc2csc3ccccc23)C(=O)N1	112	5	30	3	-2	-1	1.7	15	4
Cc1ccc(O)c(C)c1	90	.	7	-2	-2	.	2.6	.	.
CCN(CC)c1ccc(N=Cc2c(O)n(-c3ccccc3C)c(=O)[nH]c2=O)cc1	109	69*	4	2	32	-7	2.7	10	-3
CN1CCc2nc(N)c(C#N)c(-c3ccccc3)c2C1	102	-28	i	5	2	-1	-0.9	-3	12
CCN(N=Nc1nonc1OC)c1nonc1OC	99	3	-13	-2	-1	-2	0.8	-4	2
Cc1cc(Cl)ccc1OCCCC(=O)NCc1cccs1	86	2	-8	3	-11	-2	1.2	-2	4
CCOC(=O)C(O)(c1ccc(N(C)C(=O)c2ccc(Cl)c(Cl)c2)cc1)C(F)(F)F (stereo unspecified)	89	0	0	0	2	-4	4.0	-6	0

Part of the list above in a different format:
Fields: CR mimetic SO	TPT1 inh	JMJD2C inh	PP1 counter	ZTA counter	EBNA-1 inh	PP5 inh	core dimer inh	CTSL1 counter
O=C(O)C1Cc2ccccc2N2CCCC12 (stereo unspecified)
  92	-5	-6	2	15	1	0.9	-6	-7
O=C(NCc1cccnc1)Nc1ccc([N+](=O)[O-])cc1
  88	1	1	1	-2	6	1.6	1	2
CC(=O)CC(C)(C)n1c[n+](C)nn1
  91	2	13	-3	-9	13	-1.9	4	-1
c1ccc2c(c1)Nc1ccccc1S2
  99	0	2	0	9	8	4.7	-57	-2
Cc1cc(C)nc(NC2=NCCS2)n1
  109	-4	14	12	-6	7	-1.6	-4	0
Cc1nc(CCl)cc(=O)[nH]1
  88	-5	13	-3	-11	-2	0.2	-2	2
O=c1c2ccccc2nc(/C=C/c2ccc(F)cc2)n1-c1ccccc1O
  102	3	-3	5	8	0	6.6	15	4
Fc1cccc(C2NCCc3[nH]cnc32)c1 (stereo unspecified)
  101	-4	1	1	-11	0	-0.6	-4	0
Clc1ccc2c(c1)C(c1ccccc1Cl)=NCc1nnc(N3CCN(CCOc4ccccc4)CC3)n1-2
  92	-2	-7	9	10	4	5.9	-2	5
Cc1ccc(C(=O)C2(C)N(O)C(C)C(c3cccs3)=[N+]2[O-])cc1 (stereo unspecified)
  101	2	12	0	-2	-2	0.5	-2	0
CN1CCN(c2c[nH]c(=O)[nH]c2=O)CC1
  95	-3	-14	-1	12	13	-0.1	-5	-2
O=C1NC(=O)C(=Cc2csc3ccccc23)C(=O)N1
  112	5	30	3	-2	-1	1.7	15	4
Cc1ccc(O)c(C)c1
  90	.	7	-2	-2	.	2.6	.	.
CCN(CC)c1ccc(N=Cc2c(O)n(-c3ccccc3C)c(=O)[nH]c2=O)cc1
  109	69*	4	2	32	-7	2.7	10	-3
CN1CCc2nc(N)c(C#N)c(-c3ccccc3)c2C1
  102	-28	i	5	2	-1	-0.9	-3	12
CCN(N=Nc1nonc1OC)c1nonc1OC
  99	3	-13	-2	-1	-2	0.8	-4	2
Cc1cc(Cl)ccc1OCCCC(=O)NCc1cccs1
  86	2	-8	3	-11	-2	1.2	-2	4

Next section
SMILES	CR mimetic SO	TPT1 inh	JMJD2C inh	PP1 counter	ZTA counter	EBNA-1 inh	PP5 inh	core dimer inh	CTSL1 counter
OCC[n+]1c2ccccc2nc2ccc(N3CCOCC3)cc21	43*	-2	-9	0	115*	84*	2.2	-76	11
COC(=O)C1=C(c2ccc(C(C)=O)cc2)C[C@@H]2CC[C@H]1N2C(=O)NCc1ccco1	95	.	2	-4	4	.	3.4	.	.
CCOC(=O)CC1=C(C(=O)OCC)C2(C(=O)N1)C(C(=O)OC)=C(N)Oc1ccccc12 (stereo unspecified)	104	-6	-10	-2	-1	11	-0.6	-4	3
C=CCC1(CN2CCCC2=O)C(=O)NC(=O)NC1=O	113	0	0	-3	-6	4	0.5	-1	-1
O=C(Cc1cccs1)N1CCC2(CC1)OCCO2	97	-5	-6	0	-5	4	0.7	-2	-8
CC(C)Oc1ccc(C2C(C#N)=C(N)Oc3c2c(=O)oc2ccccc32)cc1 (stereo unspecified)	104	-3	-3	0	3	8	0.6	16	-1
CN1CCN(C(=O)O[C@H]2c3nccnc3C(=O)N2c2ccc(Cl)cn2)CC1	94	-1	-9	-3	-6	1	-1.2	-2	-2
O=c1[nH]c(=O)n(Cc2ccco2)c(O)c1C=NCCN1CCOCC1	85	25*	5	-3	12	9	1.7	5	2
Cc1cc(O)c2c3c(c(=O)oc2c1)CCC(C)C3 (stereo unspecified)	103	-1	-4	-2	1	9	0.5	1	2
CCCn1ncc(C(=O)O)c1C	87	-1	5	0	-20	5	-1.8	-1	0
COc1ccc(CCNCc2ccncc2)cc1OC	101	0	7	0	13	7	1.1	0	3
COc1ccc(-n2c(/C=C/c3ccc4c(c3)OCO4)nc3ccccc3c2=O)cc1	103	-1	-1	4	-20	-4	-1.9	14	6
C/C(=N\N=C(N)N)c1ccccc1	111	1	0	2	-21	-6	2.9	-19	-3
COc1ccc(CC2C(=O)NC(=O)N(c3ccccc3)C2=O)c(OC)c1 (stereo unspecified)	112	3	38	0	7	-2	2.9	-1	-8
O=C(Nc1cccc(Br)c1)c1c(O)c2c(n(Cc3ccccc3)c1=O)CCCC2	100	0	8	-5	-3	-4	-0.8	3	-3
O=C(N/N=C/c1c(O)n(-c2cccc3ccccc23)c(=O)[nH]c1=O)c1ccncc1	121	45*	12	-1	-5	-9	0.4	-2	-3
C1CCC2CCCCC2C1 (stereo unspecified)	80	.	5	-4	-14	.	1.4	.	.
C=CCn1c(O)c(C(CC)=NCc2cc(OC)cc(OC)c2)c(=O)[nH]c1=O	103	-4	0	1	6	4	3.2	7	-4
O=C1/C(=C/c2cc([N+](=O)[O-])ccc2Cl)N2CCC1CC2	94	-4	4	0	-14	-5	0.8	5	-8
CN(C)C(=O)O/N=C(\N)COc1ccc(C(C)(C)C)cc1	121	1	0	1	-6	-4	-2.1	-1	-4
Clc1ccc(C2N3CCCN23)c(Cl)c1 (stereo unspecified)	93	-3	13	3	-2	7	-2.0	-3	-4
O=C(Nc1ccc(OC(=O)N2CCCC2)cc1)N1CCOCC1	122	-2	-8	0	-5	-13	4.0	-5	-6
